# H1N1 NS1A inhibition = NS1A inhibition, H1N1 influenza, cell based functional assay (AID 504329) | inhibition, % at 12.5 µM, or IC50 in µM where a hit was titrated | actives 0.3% (n = 340,000) | NS1A functional cell-based assay, percent inhibition; higher % means a stronger effect; in the data active means a potency from the dose series; inconclusive means inhibition above about 27% without an active follow-up result; further: strong numbers were not always called active
# H37Rv inhibition = M. tuberculosis growth inhibition, HTS (AID 449762). inhibition, % at 25 µM, or IC50 in µM where a hit was titrated. M. tuberculosis H37Rv growth inhibition, 7H9 media; higher % means a stronger effect. actives 0.59% (n = 330,000); in the data active means a potency from the dose series; inconclusive means inhibition above about 70% without an active follow-up result;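 further: bacterial growth assessed after seven days of incubation; strong numbers were not always called active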
# VEEV TC-83 Vero = inhibitors of VEEV TC-83 cytopathic effect, confirmation, Vero cells (AID 588727). Vero cells, VEEV TC-83 cytopathic effect inhibition; higher % means a stronger effect. one-dose inhibition, % at 20 µM; IC50 in µM for titrated hits. actives 0.13% (n = 350,000); in the data active means a potency from the dose series; inconclusive means inhibition mostly from about 14% at the one dose, without a potency; inactive means the rest, 99 in 100 with inhibition below about 12%; further: strong numbers were not always called active
# Salmonella PhoP GFP = PhoP regulon inhibitors, Salmonella typhi PhoP promoter GFP reporter, confirmatory (AID 1850). actives 0.33% (n = 310,000). one-dose inhibition, % at 50 µM; IC50 in µM for titrated hits. Salmonella Typhi PhoP-promoter GFP reporter, fluorescence, 4 h; higher % means a stronger effect; in the data active means a potency from the dose series; inconclusive means inhibition mostly from about 25% at the one dose, without a potency; inactive means the rest, 99 in 100 with inhibition below about 19%;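 further: 0% = induced wells with vehicle and 100% = uninduced wells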
# tuberculosis growth = growth inhibition of non-replicating M. tuberculosis (AID 488890) | Mycobacterium tuberculosis non-replicating, growth inhibition; higher % means a stronger effect | inhibition, % at 25 µM, or IC50 in µM where a hit was titrated | actives 0.39% (n = 320,000); in the data active means a potency from the dose series; inconclusive means inhibition mostly from about 82% at the one dose, without a potency; inactive means the rest, 99 in 100 with inhibition below about 76%;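 further: plate controls were DMSO cells for no effect and high antibiotic wells for full effect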
# VEEV TC-83 Vero 10K pilot screen = further read-out of VEEV TC-83 Vero, marked with its call; inhibition, %; measured here: 10K pilot screen inhibition
# Numbers without * were called inactive; i = inactive; ? = inconclusive; . = not tested or not shown.
SMILES,H1N1 NS1A inhibition,H37Rv inhibition,VEEV TC-83 Vero,Salmonella PhoP GFP,tuberculosis growth,others
CN(CC(=O)Nc1cccc(F)c1)C(=O)C1CC(=O)N(Cc2ccccc2)C1 (stereo not given),-3%,-10%,1.7%,-7%,-23%,
Cc1ccc2nc(Nc3nc(CSc4nnc(C)s4)cc(=O)[nH]3)nc(C)c2c1,5%,1%,5.1%,-35%,-3%,
CCn1c(SCC(=O)N/N=C(\C)c2ccncc2)nnc1-c1ccc(C)cc1,.,5%,1.6%,6%,8%,
O=C(COC(=O)/C=C/c1ccccc1)NNC(=O)c1ccc([N+](=O)[O-])cc1,-4%,-8%,i,7%,0%,
CC(C)(C)C(=O)Nc1ccc(Sc2ccc([N+](=O)[O-])cc2)cc1,4%,9%,8.4%,3%,0%,
C#CCOCCOCCOCCNc1nc(N2CCN(C(=O)CCCCCCCCCCNC(=O)[C@H](CCCCN)n3cc(CCO)nn3)CC2)nc(N2CCN(C(=O)CCCCCCCCCCNC(=O)[C@H](CCCCN)n3cc(CCCC(=O)O)nn3)CC2)n1,19%,25%,1.2%,-30%,10%,
Cc1ccc(NC(=O)c2ncn(CC(=O)N3CCN(c4ccccn4)CC3)n2)cc1C,-4%,.,1.0%,.,.,
CCOc1cc(NC(=S)NC)c(OCC)cc1NC(=O)c1ccco1,2%,-6%,0.8%,-3%,?,
COc1cccc(NC(=O)CN(c2ccc([N+](=O)[O-])cc2)S(=O)(=O)c2ccccc2)c1,-2%,-4%,1.8%,-13%,14%,
O=C(N=C1N=C2C=CC=CN2Cc2ccccc21)c1ccc(S(=O)(=O)N2CCCC2)cc1,0%,1%,1.9%,20%,15%,
O=C(/C=C/c1cccs1)Nc1nncs1,-13%,3%,i,5%,18%,
COc1cc(CN(C)CCc2ccccc2)ccc1OCc1ccccc1,6%,?,i,8%,66%,
COc1ccc(/C=C(/C#N)S(=O)(=O)c2ccc(C)cc2)cc1,0%,0%,i,4%,-10%,
O=C(Nc1cnn(Cc2ccc(Cl)c(Cl)c2)c1)c1nc2ncccn2n1,-46%,-5%,2.0%,3%,-3%,
CN(/N=C/c1ccc(O)cc1O)c1nc(-c2ccccc2)cc(-c2ccccc2)n1,1%,-10%,?,-5%,-3%,
C=C(C)COc1ccc(-c2[nH]ncc2Oc2ccccc2OC)c(O)c1,-3%,-4%,i,2%,-11%,
COc1cc2c(=O)n(CCC(=O)NCC3CCCO3)c(=O)n(CC(=O)Nc3ccc(F)cc3)c2cc1OC (stereo not given),0%,-10%,0.5%,0%,2%,
COc1ccc(CC2(CO)CCN(Cc3cccn3-c3ccccn3)CC2)cc1,17%,4%,i,7%,26%,
CC1CCCCN1S(=O)(=O)c1ccc(NC(=O)CSc2nnnn2C)cc1 (stereo not given),-5%,7%,i,1%,-3%,VEEV TC-83 Vero 10K pilot screen=0.6
Fc1ccc(-c2cc(C(F)(F)C(F)F)[nH]n2)cc1,.,2%,1.5%,2%,23%,
O=C(CNC(=O)[C@@H]1Cc2ccccc2CN1)Nc1ccc2c(c1)OCCO2,6%,4%,0.7%,5%,1%,
COc1ccccc1C(=O)NC(=O)CSc1nnc(N)s1,-9%,-2%,3.9%,.,-7%,
Cc1ccc(NS(=O)(=O)Cc2ccccc2)cc1Cl,-22%,0%,0.4%,-3%,23%,
CCc1nc2ccc(Cc3ccc4nc(CC)[nH]c4c3)cc2[nH]1,18%,12%,1.1%,-6%,-2%,
O=C(O)c1ccc(S(=O)(=O)N2CCC(NC(=O)C3CCCCC3)CC2)cc1,-6%,-13%,0.2%,0%,-10%,
# (cont.)
SMILES,H1N1 NS1A inhibition,H37Rv inhibition,VEEV TC-83 Vero,Salmonella PhoP GFP,tuberculosis growth,others
CCCCOc1ccc(Nc2nc(C)cc(C)c2C#N)cc1,2%,17%,i,9%,16%,
O=C(NCCN1CCNCC1)c1ccccn1,9%,0%,i,-11%,-4%,VEEV TC-83 Vero 10K pilot screen=0.1
Cc1ccc(C)c(N2C(=O)CC(Cc3ccc(Br)cc3)C2=O)c1 (stereo not given),4%,8%,1.6%,12%,10%,
CCOc1ccccc1CN1CCNC(=O)C1CC(=O)NCCc1ccccn1 (stereo not given),-4%,0%,1.5%,7%,17%,
CCOc1ccc(/C=N/NC(=O)c2ccc(CSc3nc4ccccc4[nH]3)cc2)cc1,-4%,-3%,2.8%,-1%,33%,
Cn1cnnc1SCC(=O)Nc1cccc(C(=O)O)c1,2%,10%,0.7%,-1%,-1%,
COc1cccc(NC(=O)N2CCC(NC(=O)C3CCCCC3)CC2)c1,-3%,0%,1.8%,1%,6%,
CC1CCCC(C)N1S(=O)(=O)c1ccc(S(=O)(=O)N2CCOCC2)cc1 (stereo not given),-9%,4%,1.2%,-1%,7%,
O=C(CSc1nc2cc([N+](=O)[O-])ccc2n1-c1ccc(F)cc1)NC1CCS(=O)(=O)C1 (stereo not given),10%,0%,i,-3%,-4%,
Cc1cc(C(=O)COC(=O)c2ccc[nH]c2=O)c(C)n1C,-6%,-1%,i,-7%,-8%,
Cc1nc2ccccn2c1P(=O)(N1CCCCC1)N1CCCCC1,-17%,8%,i,-9%,8%,
COc1cccc(NC(=O)COC(=O)c2c(F)cccc2Cl)c1,12%,0%,0.3%,2%,63%,
COc1cccc(OC)c1OCCCCN1CCC(Cc2ccccc2)CC1,-5%,-6%,i,-1%,35%,
c1coc(-c2ccnc3nc(-n4cccc4)nn23)c1,-13%,-5%,8.3%,1%,-7%,
COc1ccc2[nH]c3c(c2c1)CCN1C(=O)C(CC(=O)NCCCn2ccnc2)C[C@H](C(=O)N(C(C)C)C(C)C)[C@@]31C (stereo not given in full),-28%,.,0.1%,.,.,
Cn1nc(N)c2c(-c3ccccc3)c(C#N)c(N)nc21,2%,-4%,1.2%,-6%,-3%,
O=C(N1CCN(c2ccccc2)CC1)C1(c2cccs2)CCOCC1,-4%,0%,0.9%,0%,1%,
O=C(CCNS(=O)(=O)c1ccc(OC(F)(F)F)cc1)N1CCN(C/C=C/c2ccccc2)CC1,-6%,58%,1.4%,-5%,.,
O=C(O)CCCCCNS(=O)(=O)c1ccc2c3c(cccc13)C(=O)N2,0%,-7%,0.5%,-1%,12%,
Cc1cc(Cl)ccc1OCC(=O)NCc1ccncc1,-11%,-13%,0.1%,2%,2%,
O=C(c1ccc(F)cc1)N1CCN(c2ccc(N3CCOCC3)nn2)CC1,12%,-5%,0.2%,6%,-4%,
O=S(OCCN1CCOCC1)C(c1ccccc1)c1ccccc1 (stereo not given),-11%,.,8.8%,.,.,
Cc1ccnc(NS(=O)(=O)c2ccc(NC(=O)c3c(-c4ccccc4Cl)noc3C)cc2)n1,-1%,6%,4.2%,-9%,13%,
CC(=O)Nc1nc2ccccc2n1CCOc1ccccc1,-1%,?,0.3%,4%,?,
c1ccc(-c2cc(-c3ccccc3)[n+](-c3ccccc3)c(-c3ccccc3)c2)cc1,-6%,?,2.5%,19%,?,
# Going on with the list.
SMILES,H1N1 NS1A inhibition,H37Rv inhibition,VEEV TC-83 Vero,Salmonella PhoP GFP,tuberculosis growth,others
CCN(CC)CCCNC(=O)C1c2ccccc2C(=O)N1Cc1ccc(C)cc1 (stereo not given),15%,-2%,0.5%,-3%,5%,
CCOC(=O)CSc1nc(C)[nH]c1[N+](=O)[O-],7%,3%,0.5%,0%,32%,
N#CC1=C(N2CCOCC2)/C(=C\c2ccccc2)CC1,7%,5%,0.5%,-1%,-1%,
Nc1nn(-c2ccccc2)nc1C(=O)OCc1ccccc1F,2%,39%,11%,-4%,29%,
CC(=O)c1ccccc1N(C(=O)c1ccco1)C(C(=O)NC1CCCC1)c1ccc(C)cc1 (stereo not given),9%,0%,0.9%,11%,0%,
S=c1[nH]nc(CSc2nc3ccccc3s2)o1,6%,-9%,2.8%,-11%,26%,
CCCNC(=O)COc1coc(CN2CCN(c3ccccc3OC)CC2)cc1=O,-2%,-5%,2.5%,-4%,-3%,
O=C(C(Cc1ccccc1)n1cccc1)N1CCN(c2ncccn2)CC1 (stereo not given),27%,-4%,0.6%,4%,14%,
S=C(Nc1ccc(Cl)cc1Cl)N1CCCCC1,0%,14%,3.1%,-8%,35%,
O=Cc1cc([N+](=O)[O-])ccc1N1CCN(Cc2ccc3c(c2)OCO3)CC1,-3%,1%,i,4%,12%,
Cc1ccc2oc(=O)c3cnn(CC(=O)N4CCCc5ccccc54)c3c2c1,-1%,3%,i,9%,2%,
O=C1C=C(c2ccc(-c3ccccc3)cc2)C[C@@H](c2ccc3c(c2)OCO3)C1,-5%,-7%,0.3%,.,-11%,
CCCC(=O)NCCCc1nc2ccccc2n1CCC,-1%,-1%,i,-5%,-8%,
CCOCCCNC(=O)c1cc2c(=O)n3ccccc3nc2s1,-26%,-3%,1.0%,10%,6%,
Oc1oc(-c2ccccc2Br)nc1/C=N/c1ccccn1,6%,8%,0.3%,14%,22%,
COc1ccc(NC(=O)CN2CCN(CC(=O)Nc3ccc(F)cc3F)CC2)cc1,-7%,.,i,.,.,
COc1ccccc1Nc1nc(N)nc(CN2CCN(c3ccccc3)CC2)n1,-13%,?,i,-3%,?,
CSc1ccccc1C(=O)NC1CCCc2ccccc21 (stereo not given),-18%,?,i,12%,11%,

# Pulled by compound from above (7):
SMILES,H1N1 NS1A inhibition,H37Rv inhibition,VEEV TC-83 Vero,Salmonella PhoP GFP,tuberculosis growth,others
COc1ccc(NC(=O)CN2CCN(CC(=O)Nc3ccc(F)cc3F)CC2)cc1,-7%,.,i,.,.,
O=C1C=C(c2ccc(-c3ccccc3)cc2)C[C@@H](c2ccc3c(c2)OCO3)C1,-5%,-7%,0.3%,.,-11%,
COc1ccccc1Nc1nc(N)nc(CN2CCN(c3ccccc3)CC2)n1,-13%,?,i,-3%,?,
Cc1ccc2oc(=O)c3cnn(CC(=O)N4CCCc5ccccc54)c3c2c1,-1%,3%,i,9%,2%,
O=C(C(Cc1ccccc1)n1cccc1)N1CCN(c2ncccn2)CC1 (stereo not given),27%,-4%,0.6%,4%,14%,
CCOC(=O)CSc1nc(C)[nH]c1[N+](=O)[O-],7%,3%,0.5%,0%,32%,
CCOCCCNC(=O)c1cc2c(=O)n3ccccc3nc2s1,-26%,-3%,1.0%,10%,6%,

# Compounds shown so far that have bromine (2):
SMILES,H1N1 NS1A inhibition,H37Rv inhibition,VEEV TC-83 Vero,Salmonella PhoP GFP,tuberculosis growth,others
Cc1ccc(C)c(N2C(=O)CC(Cc3ccc(Br)cc3)C2=O)c1 (stereo not given),4%,8%,1.6%,12%,10%,
Oc1oc(-c2ccccc2Br)nc1/C=N/c1ccccn1,6%,8%,0.3%,14%,22%,
